Assay outcomes deposited in PubChem by several laboratories.
GPR35 arrestin U2OS: GPR35 antagonists blocking zaprinast-driven arrestin recruitment, primary screen, imaging, U2OS, beta-arrestin-GFP, zaprinast agonist (AID 2058); U2OS GPR35 beta-arrestin-GFP translocation imaging, zaprinast antagonism; higher % means a stronger effect; one-dose inhibition, % at 10 µM; IC50 in µM for titrated hits; 0.052% of 290,000 active;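 active = inhibition of at least 50% with at least 30 cells and total cytoplasm GFP at most 10,000,000; inconclusive = under 30 cells or total GFP of 10,000,000 plus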
SIAH1 antagonists: Siah-1 peptide-binding antagonists, primary screen, biochemical, fluorescence polarization, rhodamine-plectin, uHTS (AID 1817). E3 ubiquitin-protein ligase SIAH1 (Homo sapiens). Siah-1 / rhodamine-plectin peptide fluorescence polarization; higher % means a stronger effect. one-dose displacement, % at 20 µM; IC50 in µM for titrated hits. 0.02% of 290,000 active;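 active = displacement of at least 50% at 20 µM, with a fluorescence ratio check between 0.3 and a set limit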;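 also: plate controls were Siah plus tracer with DMSO for no effect and tracer alone without Siah for full effect; strong numbers were not always called active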
AID2073: inhibitors of Mint1-CaV2.2 protein interaction, biochemical, HTRF (AID 2073); HTRF protein-protein interaction, Mint1-CaV2.2; higher % means a stronger effect; one-dose inhibition, % at 20 µM; IC50 in µM for titrated hits; 0.19% of 290,000 active; in the data active = inhibition mostly above about 51%, no sharp cut-off; inconclusive = no clear call, values can overlap the other calls; inactive = mostly below about 53%; also: some results filed as inactive read as strong as hits
NS5 inhibitors: Dengue-2 NS5 methyltransferase inhibitors, primary screen, biochemical, confirmation dose response (AID 588689); Genome polyprotein (Dengue virus type 2 (strain 16681-PDK53)); Dengue-2 NS5 methyltransferase capping enzyme assay, biochemical; higher % means a stronger effect; inhibition, % at 25 µM, or IC50 in µM where a hit was titrated; 0.3% of 340,000 active; in the data active = a potency from the dose series; inconclusive = inhibition above about 29% without an active follow-up result
GPR55 antagonists: GPR55 antagonists blocking LPI-driven arrestin recruitment, primary screen, imaging, U2OS, beta-arrestin-GFP, LPI agonist (AID 2013); G-protein coupled receptor 55 (Homo sapiens); U2OS GPR55 beta-arrestin-GFP translocation imaging, LPI antagonism; higher % means a stronger effect; inhibition, % at 10 µM; hits with a dose series show IC50 in µM; 0.13% of 290,000 active;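 active = spots per cell inhibited over 60%, with over 100 cells counted and total cytoplasm intensity under 500,000; inconclusive = wells with under 100 cells, flagged as likely toxic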;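 also: U2OS cells stably carrying GPR55 and arrestin-GFP stimulated by 5 µM LPI near EC80; imaged beta-arrestin-GFP aggregate spots per cell after agonist stimulation; plate controls were LPI-stimulated DMSO wells for no effect and DMSO wells without LPI for full effect; some results filed as inactive read as strong as hits; confirmed hits need IC50 under 10 µM and bright autofluorescent wells are also inconclusive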
HIV fusion peptide: inhibitors of HIV fusion peptide binding, primary screen, biochemical, uHTS, fluorescence dequenching (AID 1986). 0.3% of 290,000 active. cell-free peptide binding, fluorescence dequenching, 30 min; higher % means a stronger effect. inhibition, % at 20 µM, or IC50 in µM where a hit was titrated; in the data active = inhibition mostly above about 52%, no sharp cut-off; inactive = mostly below about 76%; also: some results filed as inactive read as strong as hits
NTR1 ag: agonists of NTR1, primary screen, imaging, U2OS cells, beta-arrestin-GFP, high content (AID 493036); NTR1-U2OS beta-arrestin-GFP spot imaging, agonist mode; activation, % at 20 µM; 0.17% of 330,000 active;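 active = activation at or above 40% of the spot to cytoplasm intensity ratio, with at least 20 cells analyzed; inconclusive = wells under 20 cells, flagged as cytotoxic or low count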;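 also: 0% = DMSO without peptide and 100% = 100 nM NTR1 peptide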
Target sequence (P30989 whole entry, looked up): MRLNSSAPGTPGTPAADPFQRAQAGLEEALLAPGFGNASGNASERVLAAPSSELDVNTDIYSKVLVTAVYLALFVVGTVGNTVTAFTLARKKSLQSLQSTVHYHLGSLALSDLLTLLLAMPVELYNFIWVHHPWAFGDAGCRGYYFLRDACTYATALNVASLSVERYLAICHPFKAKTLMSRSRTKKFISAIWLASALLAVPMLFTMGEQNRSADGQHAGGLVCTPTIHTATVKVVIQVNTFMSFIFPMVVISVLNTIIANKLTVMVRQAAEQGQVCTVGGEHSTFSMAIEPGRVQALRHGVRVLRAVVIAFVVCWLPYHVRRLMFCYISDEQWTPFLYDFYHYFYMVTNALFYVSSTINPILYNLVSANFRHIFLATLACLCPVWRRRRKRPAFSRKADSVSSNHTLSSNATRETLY
K1F lysis inhibition: inhibition of K1F phage lysis, E. coli UTI89, bacterial capsule biogenesis inhibitors, alamar blue (AID 488966). 0.02% of 340,000 active. E. coli UTI89 K1F phage lysis, alamar blue, 2 h; higher % means a stronger effect. inhibition, % at 100 µM; hits with a dose series show IC50 in µM;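 active = phage lysis inhibition, versus mean bacterial control, above a set limit; inconclusive = no clear call, values can overlap the other calls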;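 also: capsule biogenesis inhibitors block K1F phage lysis so surviving cells raise fluorescence; higher fluorescence means more inhibition of phage lysis; actives were called in the ten point dose series up to 300 µM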
GPR55 beta-arrestin: GPR55 agonists via beta-arrestin recruitment, primary screen, imaging, U2OS cells, beta-arrestin-GFP redistribution (AID 1961); G-protein coupled receptor 55 (Homo sapiens); U2OS GPR55 beta-arrestin-GFP redistribution imaging; higher % means a stronger effect; activation, % at 10 µM; hits with a dose series show EC50 in µM; 0.048% of 290,000 active;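 active = activation above 40% with more than 50 cells counted in the well; inconclusive = wells holding fewer than 50 cells, flagged as toxic or sparse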;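 also: U2OS osteosarcoma cells stably expressing GPR55 and beta-arrestin-GFP; plate controls were DMSO negative control for no effect and LPI positive control for full effect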
NTR1 ag cell count 20 µM: further read-out of NTR1 ag, marked with its call; cell count; measured here: cell count, cytotoxicity flag
An asterisk follows results filed as active; [ ] = dose if it differs, or a comment. An unsorted share of the library; 1.2% or so of the library scored in one or more.

Screening CCOC(=O)c1cc2c(=O)n3cccc(C)c3nc2n(Cc2ccccc2Cl)c1=N returned GPR35 arrestin U2OS 2%, SIAH1 antagonists -3%, AID2073 -4%, GPR55 antagonists 86%*, HIV fusion peptide -3.9% and GPR55 beta-arrestin -0.3%.
Cn1nc(-c2ccccc2)cc1NC(=O)Nc1ccc(C(C)(C)C)cc1 was read as GPR35 arrestin U2OS -13%, SIAH1 antagonists -2%, AID2073 18%, NS5 inhibitors 15%, GPR55 antagonists 3%, HIV fusion peptide 2.8%, NTR1 ag 6.7, K1F lysis inhibition -0.5%, GPR55 beta-arrestin -0.2% and NTR1 ag cell count 20 µM 69.
CCCCN(C)C1CCN(C(=S)Nc2ccc(OC)cc2)CC1 was read as GPR35 arrestin U2OS -6%, SIAH1 antagonists 9%, AID2073 -1%, NS5 inhibitors -8%, GPR55 antagonists 5%, HIV fusion peptide -0.6%, NTR1 ag 0.0, K1F lysis inhibition 0.3%, GPR55 beta-arrestin 0.0% and NTR1 ag cell count 20 µM 61.
Screening CCCn1cccc(C(=O)Nc2ccc(OC)cc2)c1=O returned GPR35 arrestin U2OS 4%, SIAH1 antagonists -1%, AID2073 12%, NS5 inhibitors -5%, GPR55 antagonists -11%, HIV fusion peptide -0.3%, NTR1 ag 0.6, K1F lysis inhibition -0.1%, GPR55 beta-arrestin 0.0% and NTR1 ag cell count 20 µM 109.
`CCN(CC)CCNC(=O)Cn1nc(Cc2cccnc2)c2ccccc2c1=O` gave GPR35 arrestin U2OS -13%, SIAH1 antagonists 1%, AID2073 14%, NS5 inhibitors -5%, GPR55 antagonists -5%, HIV fusion peptide 3.0%, NTR1 ag -0.8, K1F lysis inhibition -0.7%, GPR55 beta-arrestin -0.1% and NTR1 ag cell count 20 µM 96.
`CCOc1ccc2oc(C(=O)NCC(C)(C)CN(C)C)c(C)c2c1` gave GPR35 arrestin U2OS 3%, SIAH1 antagonists -7%, AID2073 1%, NS5 inhibitors -7%, GPR55 antagonists 13%, HIV fusion peptide -1.9%, NTR1 ag -1.2, K1F lysis inhibition 0.0%, GPR55 beta-arrestin 0.5% and NTR1 ag cell count 20 µM 48.
`Cn1c(=O)c2c(nc(OCCc3ccccc3)n2C)n(C)c1=O` gave GPR35 arrestin U2OS 10%, SIAH1 antagonists 0%, AID2073 6%, NS5 inhibitors -5%, GPR55 antagonists 12%, HIV fusion peptide 0.9%, NTR1 ag 2.7, K1F lysis inhibition -0.3%, GPR55 beta-arrestin 0.0% and NTR1 ag cell count 20 µM 91.
For Cc1ccc(CNC(=O)Cn2cccc2C(=O)c2ccccc2)cc1 the results were GPR35 arrestin U2OS 2%, SIAH1 antagonists 2%, AID2073 6%, NS5 inhibitors 1%, GPR55 antagonists -4%, HIV fusion peptide 0.9%, NTR1 ag 1.0, K1F lysis inhibition 0.4%, GPR55 beta-arrestin -0.1% and NTR1 ag cell count 20 µM 79.
Screening NC(=O)c1cc(-c2csc(-c3cccnc3)n2)ccc1O returned GPR35 arrestin U2OS -9%, SIAH1 antagonists 0%, AID2073 5%, NS5 inhibitors -3%, GPR55 antagonists -1%, HIV fusion peptide 1.2%, NTR1 ag -0.9, K1F lysis inhibition 0.2%, GPR55 beta-arrestin -0.2% and NTR1 ag cell count 20 µM 42.
Screening CC(C)(C)c1[nH]nc2c1C(c1ccco1)C(C#N)=C(N)O2 (configuration not stated) returned GPR35 arrestin U2OS -2%, SIAH1 antagonists 8%, AID2073 5%, NS5 inhibitors -16%, GPR55 antagonists 6%, HIV fusion peptide 0.6%, NTR1 ag 0.1, K1F lysis inhibition 0.3%, GPR55 beta-arrestin 0.2% and NTR1 ag cell count 20 µM 93.
`Cc1ccc(NC(=O)COC(=O)/C=C/c2ccccc2)cc1S(=O)(=O)N1CCOCC1` gave GPR35 arrestin U2OS -10%, SIAH1 antagonists 0%, AID2073 0%, NS5 inhibitors -18%, GPR55 antagonists 2%, HIV fusion peptide 0.1%, NTR1 ag 1.2, K1F lysis inhibition -0.4%, GPR55 beta-arrestin 0.1% and NTR1 ag cell count 20 µM 43.
`O=C(NCc1cccnc1)C1CCN(S(=O)(=O)c2cccnc2)CC1` gave GPR35 arrestin U2OS -6%, SIAH1 antagonists -1%, AID2073 9%, NS5 inhibitors -6%, GPR55 antagonists -7%, HIV fusion peptide -1.0%, NTR1 ag 0.8, K1F lysis inhibition -0.4%[50 µM], GPR55 beta-arrestin -0.1% and NTR1 ag cell count 20 µM 46.
`Cc1c(NC(=O)CSc2nc3c(cnn3-c3ccccc3)c(=O)[nH]2)c(=O)n(-c2ccccc2)n1C` gave GPR35 arrestin U2OS -11%, SIAH1 antagonists 1%, AID2073 -9%, NS5 inhibitors -1%, GPR55 antagonists 6%, HIV fusion peptide -1.0%, NTR1 ag 2.1, K1F lysis inhibition 4.0%, GPR55 beta-arrestin 0.6% and NTR1 ag cell count 20 µM 64.
For COC(=O)[C@@]1(Cc2ccc(OC)cc2)[C@H]2c3cc(C(=O)N(C)C)n(Cc4ccc(OC(F)(F)F)cc4)c3C[C@H]2CN1C(=O)c1ccccc1 the results were GPR35 arrestin U2OS -19%, SIAH1 antagonists 23%, AID2073 12%, GPR55 antagonists -4%, HIV fusion peptide 1.7%, NTR1 ag 1.8, GPR55 beta-arrestin 0.9% and NTR1 ag cell count 20 µM 80.
Screening Cc1ccc(NC(=O)CCn2c(=O)oc3ccccc32)cc1 returned GPR35 arrestin U2OS 8%, SIAH1 antagonists -2%, AID2073 1%, NS5 inhibitors -4%, GPR55 antagonists -9%, HIV fusion peptide -1.0%, NTR1 ag -1.2, K1F lysis inhibition 0.4%, GPR55 beta-arrestin -0.1% and NTR1 ag cell count 20 µM 74.
Screening CCOc1ccc(CN2CCN(Cc3cc4c(cc3Cl)OCO4)CC2CCO)cc1 (configuration not stated) returned GPR35 arrestin U2OS -1%, SIAH1 antagonists 1%, AID2073 inconclusive, NS5 inhibitors 4%, GPR55 antagonists 12%, HIV fusion peptide 1.7%, NTR1 ag 1.3, K1F lysis inhibition 0.4%, GPR55 beta-arrestin -0.2% and NTR1 ag cell count 20 µM 65.
For O=C(NCC1OCCc2ccccc21)c1cc(COc2c(F)cccc2F)on1 (configuration not stated) the results were GPR35 arrestin U2OS -9%, SIAH1 antagonists 1%, AID2073 -3%, NS5 inhibitors -2%, GPR55 antagonists 2%, HIV fusion peptide 0.7%, NTR1 ag 2.7, K1F lysis inhibition -2.0%, GPR55 beta-arrestin -0.1% and NTR1 ag cell count 20 µM 42.
For CCOC(=O)c1c(NC(=O)CSC2=NN3CCCC(=O)N=C3S2)sc2c1CCCCC2 the results were GPR35 arrestin U2OS -18%, SIAH1 antagonists 1%, AID2073 -1%, NS5 inhibitors 1%, GPR55 antagonists 4%, HIV fusion peptide 0.2%, NTR1 ag 17, K1F lysis inhibition -0.1%, GPR55 beta-arrestin -0.2% and NTR1 ag cell count 20 µM 58.
`COCCNC(=S)N1CCOCC1` gave GPR35 arrestin U2OS 12%, SIAH1 antagonists 0%, AID2073 22%, NS5 inhibitors -3%, GPR55 antagonists -2%, HIV fusion peptide -0.2%, NTR1 ag 1.8, K1F lysis inhibition 1.7%, GPR55 beta-arrestin -0.3% and NTR1 ag cell count 20 µM 66.
Screening CCOC(=O)NC1(NC2CCCCC2)Oc2ccccc2O1 returned GPR35 arrestin U2OS 24%, SIAH1 antagonists 0%, AID2073 -38%, NS5 inhibitors -2%, GPR55 antagonists -4%, HIV fusion peptide 2.5%, NTR1 ag -0.9, K1F lysis inhibition 3.0%, GPR55 beta-arrestin -0.1% and NTR1 ag cell count 20 µM 38.
COc1ccc(Cl)cc1S(=O)(=O)Nc1ccncc1 was read as GPR35 arrestin U2OS -9%, SIAH1 antagonists 2%, AID2073 3%, GPR55 antagonists 16%, HIV fusion peptide -0.1%, NTR1 ag 4.4, GPR55 beta-arrestin -0.1% and NTR1 ag cell count 20 µM 35.
For O=C(CCN1CCN(c2ccccc2F)CC1)Nc1cccc(F)c1 the results were GPR35 arrestin U2OS -2%, SIAH1 antagonists 2%, AID2073 -10%, NS5 inhibitors -3%, GPR55 antagonists 8%, HIV fusion peptide -0.8%, NTR1 ag -0.1, K1F lysis inhibition 0.5%, GPR55 beta-arrestin -0.1% and NTR1 ag cell count 20 µM 72.
CC(C)c1ccc(CNc2ccc(N3CCOCC3)cc2)cc1 was read as GPR35 arrestin U2OS -16%, SIAH1 antagonists 11%, AID2073 -23%, NS5 inhibitors 12%, GPR55 antagonists 7%, HIV fusion peptide -4.3%, NTR1 ag -0.4, K1F lysis inhibition 0.6%, GPR55 beta-arrestin -0.1% and NTR1 ag cell count 20 µM 92.
For CN(C(=O)c1c(Cl)cnn1C)C12CC3CC(CC(C3)C1)C2 the results were GPR35 arrestin U2OS -22%, SIAH1 antagonists -2%, AID2073 12%, NS5 inhibitors -6%, GPR55 antagonists -3%, HIV fusion peptide 0.4%, NTR1 ag -0.1, K1F lysis inhibition -0.8%[50 µM], GPR55 beta-arrestin -0.3% and NTR1 ag cell count 20 µM 70.
Screening Cc1csc(NC(=O)c2ccc(C)c(S(=O)(=O)N3CCOCC3)c2)n1 returned GPR35 arrestin U2OS -11%, SIAH1 antagonists -1%, AID2073 2%, GPR55 antagonists 4%, HIV fusion peptide 1.2%, NTR1 ag 0.0, GPR55 beta-arrestin -0.2% and NTR1 ag cell count 20 µM 48.
Screening Cc1cc(SCC(N)=O)nc(SCC(=O)c2ccccc2)n1 returned GPR35 arrestin U2OS 1%, SIAH1 antagonists -2%, AID2073 -44%, NS5 inhibitors 0%, GPR55 antagonists -5%, HIV fusion peptide -2.4%, NTR1 ag -0.9, K1F lysis inhibition -0.4%, GPR55 beta-arrestin 0.2% and NTR1 ag cell count 20 µM 111.
